GALR2 blocker: antagonists of human galanin receptor 2 (GALR2); O43603; GALR2-expressing cells, antagonist mode; inhibition, % at 4 µM; hit rate 0.39% among 140,000; in the data active = inhibition above about 27%;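 note: cells stimulated with galanin 1-16 at roughly its EC80; 0% = agonist challenge control and 100% = basal control without agonist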
Target sequence (O43603 whole entry, looked up): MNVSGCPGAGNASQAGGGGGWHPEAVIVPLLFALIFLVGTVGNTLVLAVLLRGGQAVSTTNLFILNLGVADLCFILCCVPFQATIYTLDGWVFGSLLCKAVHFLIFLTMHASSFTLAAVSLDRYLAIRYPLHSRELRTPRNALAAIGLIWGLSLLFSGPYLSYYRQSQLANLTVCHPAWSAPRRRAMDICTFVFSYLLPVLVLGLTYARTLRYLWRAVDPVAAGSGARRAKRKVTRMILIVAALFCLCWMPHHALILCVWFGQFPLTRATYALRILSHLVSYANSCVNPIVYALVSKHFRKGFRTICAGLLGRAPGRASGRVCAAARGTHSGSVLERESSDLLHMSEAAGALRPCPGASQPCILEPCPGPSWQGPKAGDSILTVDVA
Phagocyt inh: blocks phagocytosis by macrophages | J774A.1 macrophage IgG-bead phagocytosis, imaging | inhibition, % at 5 µM | hit rate 0.07% among 110,000;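 active = inhibition above the mean of the plate negative controls plus 5 SD, cut at about 13% in these data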;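 note: phagocytic index as fraction of beads internalized from green versus red external bead signal; plate controls were DMSO negative control for no effect and cytochalasin-D positive control for full effect; some results beyond the cut were filed as inactive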
E-sel TNF inh: blocks E-selectin expression induced by TNF alpha; HUVEC TNFa-induced E-selectin immunofluorescence, high content; AID 1246; hit rate 0.71% among 120,000; inhibition, % at 2 µM;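 active = inhibition above the batch mean plus 3 SD, and confirmed as a hit on visual image review, cut at about 43% in these data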;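 note: 0% = TNF-stimulated DMSO wells and 100% = unstimulated control wells; not every result past the cut was called active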
NPY Y2 blocker: blocks the human neuropeptide Y Y2 receptor; AID 793; inhibition, % at 2.7 µM; hit rate 0.99% among 140,000; NPY-Y2 expressing cells, antagonist mode; in the data active = inhibition above about 17%;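 note: 0% = vehicle with agonist challenge and 100% = reference antagonist with challenge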
Target sequence (P49146 whole entry, looked up): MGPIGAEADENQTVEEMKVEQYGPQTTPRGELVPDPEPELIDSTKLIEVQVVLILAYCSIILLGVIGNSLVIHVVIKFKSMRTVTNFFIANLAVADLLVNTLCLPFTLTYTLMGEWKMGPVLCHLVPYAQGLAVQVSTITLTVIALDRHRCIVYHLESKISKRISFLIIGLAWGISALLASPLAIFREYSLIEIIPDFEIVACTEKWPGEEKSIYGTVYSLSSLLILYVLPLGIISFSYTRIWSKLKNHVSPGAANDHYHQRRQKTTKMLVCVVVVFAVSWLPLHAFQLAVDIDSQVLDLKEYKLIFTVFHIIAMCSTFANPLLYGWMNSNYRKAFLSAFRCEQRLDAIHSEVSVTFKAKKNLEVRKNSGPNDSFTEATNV
bCat KO growth: beta-catenin-lacking colon tumor cell growth suppression. hit rate 1.5% among 140,000. HCT116 beta-catenin knockout viability, CellTiter-Glo, 60 h; stronger effect = lower value. viability, % at 10 µM;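 active = viability at or under a set limit, the compound median less 4 SD, cut at about 6% in these data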;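 note: 0% = Hyamine 1622 control at 20 µM and 100% = untreated cell control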
Measles CPE: protection of cells from measles virus | hit rate 1.5% among 140,000 | protection (pct of control), % at 4 µM | Measles virus-infected cells, CPE protection, absorbance | AID 841; in the data active = protection mostly above about 24%, no sharp cut-off; inactive = mostly below about 26%; note: some compounds called inactive have numbers as strong as hits
BB579 growth dn: chemicals that inhibit yeast BB579 growth in restrictive medium (lifespan-shortening candidates). S. cerevisiae BB579 growth, OD615, 48 h. inhibition, % at 10 µM. hit rate 0.51% among 140,000;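 active = inhibition above a set limit, 3 SD over the mean compound inhibition, cut at about 44% in these data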; note: inactives centre near -24
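Material: Saccharomyces cerevisiae DeaD strain BB579, replicative lifespan model yeast; buffer or medium: CSMM-D restrictive synthetic medium containing dextrose (glucose); compound: 10 µM single dose, DMSO 0.25%; timing: 48 h compound exposure at 30 °C after 4 h preincubation; signal: turbidity as optical density at 615 nm; benchmarks: positive control amphotericin B 10 µg/mL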
MRP-1 activ: activators of MRP-1. H69AR cells + doxorubicin, viability rescue, CellTiter-Glo. viability increase, % at 10 µM. hit rate 0.61% among 140,000. AID 799;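 active = viability gain under doxorubicin at or above a set limit, the compound median plus 3 SD, cut at about 4.7% in these data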;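 note: MRP-1 overexpressing cells given doxorubicin 25 µM after compound pretreatment; 18-22 h compound pretreatment then 72 h with doxorubicin before readout; 0% = doxorubicin-only wells and 100% = vehicle-treated cells without doxorubicin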
Yeast life ext: yeast lifespan extension; S. cerevisiae growth with nicotinamide, OD615; deaD strain in restrictive glucose medium; inhibition of the nicotinamide effect, % at 10 µM; hit rate 0.68% among 130,000; AID 775;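 active = inhibition above a set limit, placed 3 SD over the median of all compounds, cut at about 26% in these data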;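 note: 0% = nicotinamide-treated wells and 100% = cells grown without nicotinamide; some compounds called inactive have numbers as strong as hits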
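assay system = DeaD-strain S. cerevisiae | buffer or medium = restrictive glucose medium | reagent = 1.5 mM nicotinamide | compound = 10 µM single point, 0.25% DMSO | incubation = 48 h compound exposure at 30 °C, humidified | signal = OD615 measurement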
HCT116 PTEN-null: growth suppressors of cells with PTEN tumor suppressor deletion. HCT116 PTEN-null viability, CellTiter-Glo, 60 h; stronger effect = lower value. viability, % at 10 µM. hit rate 1.2% among 140,000;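 active = viability at or below a set limit, 4 SD under the median of all tested compounds, cut at about 3.7% in these data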;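 note: PTEN knockout HCT116 line with beta catenin targeted HCT116 as companion control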
* marks the source's active call; other numbers are inactive results; . = no result given.

SMILES	GALR2 blocker	Phagocyt inh	E-sel TNF inh	NPY Y2 blocker	bCat KO growth	Measles CPE	BB579 growth dn	MRP-1 activ	Yeast life ext	HCT116 PTEN-null
Cc1ccc2oc(=O)c3cnn(CC(=O)N(Cc4ccco4)C4CCCCC4)c3c2c1	-9.4	-0.4	.	10.0	85.1	2.7	-29.4	-3.9	-5.5	71.2
Cc1ccc(C)c(N(C(=O)Cn2nnc3ccccc32)C(C(=O)NCc2ccco2)c2ccncc2)c1 (centres undefined)	-11.3	-0.3	.	1.1	99.5	7.3	-5.0	-2.7	-4.4	99.2
CC(=O)Nc1ccc(S(=O)(=O)NNC(=O)c2ccc(S(=O)(=O)N3CCCCC3)cc2)cc1	0.5	-3.0	2.6	-2.8	85.8	10.8	0.0	-2.3	-3.3	96.0
O=C(c1cccc(S(=O)(=O)N2CCCCC2)c1)N1CCN(S(=O)(=O)c2ccc(F)cc2)CC1	7.1	-0.1	-33.2	2.0	94.3	11.6	2.0	-0.7	-12.0	84.0
CCNC(=O)COc1cc(C)c(Cl)c(C)c1	-1.1	3.6	19.6	2.7	106.3	33.8	5.5	-1.0	-21.5	101.2
COC(=O)c1cc(OC)c(OC)cc1NCC(=O)Nc1ccc(C)cc1	-8.6	0.3	.	3.4	91.1	9.1	2.5	1.9	-8.1	100.5
COc1ccccc1N1CCN(C/C(C)=C/c2ccccc2)CC1	1.1	-0.7	-17.5	4.0	78.3	1.0	-28.4	-4.1	8.1	68.5
Cc1ccc(-n2[nH]c(C)c(C=Nc3ccc(S(=O)(=O)Nc4nccs4)cc3)c2=O)cc1	-12.0	-4.2	-12.7	-0.1	59.5	13.9	-34.3	-3.6	2.3	62.6
O=C(COC(=O)CNC(=O)c1ccccc1)Nc1ccc(Cl)cc1C(F)(F)F	-3.0	-3.2	4.7	0.1	102.1	7.3	-33.4	0.8	-0.2	105.6
Cc1cc(C(=O)N2CCN(Cc3ccc4c(c3)OCO4)CC2)on1	-1.1	.	-14.8	0.0	94.9	27.8	-17.7	-1.1	0.2	105.8
Cc1ccc(OCC(O)CN2C(=O)NC(C)(C)C2=O)cc1C (centres undefined)	-7.8	-0.8	.	0.4	95.3	11.5	-4.5	-1.3	-11.7	96.8
Cc1ccc2nc(SCc3ccccc3)c(C=O)c(=O)n2c1	4.1	.	15.6	4.3	95.3	5.9	-22.8	-1.2	4.0	98.4
CCOC(=O)c1c(NC(=O)CSc2nnc3ccccn23)sc2c1CCC2	4.6	3.6	-2.2	2.4	91.0	0.1	-59.5	-0.5	-2.4	92.0
CCNCCNC(=O)c1c(O)c2c([nH]c1=O)CCCC2	2.1	-0.8	-8.0	2.8	94.1	3.0	3.5	-2.6	-0.5	98.3
COc1ccc(CC(=O)Nc2cccc(-c3cn4ccccc4n3)c2)cc1	-2.6	-15.7	.	3.3	87.3	2.2	-33.3	-0.9	-0.4	86.9
COc1ccccc1NC(=O)N1CCCC(C(=O)Nc2cccc(C)c2C)C1 (centres undefined)	6.2	-0.8	-13.1	0.8	83.0	8.3	-36.1	0.6	-5.3	80.5
Cn1ncc2c(NNC(=O)c3ccc(Cl)c(Cl)c3)ncnc21	0.0	-8.5	-9.1	0.3	85.7	15.8	11.0	-2.8	-3.9	75.8
O=C(NC(=S)NC1CCSC1=O)c1ccccc1F (centres undefined)	6.4	-4.2	11.0	2.6	97.2	9.0	-38.7	2.5	-5.1	98.7
COc1ccc(OC)c(NC(=O)CC2C(=O)NCCN2C(=O)Nc2cccc(Cl)c2)c1 (centres undefined)	-15.2	-1.4	0.1	-0.6	102.6	2.8	-3.2	-1.4	-1.8	87.4
COc1ccc(CCNc2nc3c(c(=O)n(C)c(=O)n3C)n2C)cc1OC	-2.3	1.2	-26.4	0.1	90.2	4.7	-57.9	-0.4	-0.8	100.6
CC1CN(C(=O)c2ccccc2Sc2ccccc2C#N)CC(C)O1 (centres undefined)	-11.3	-0.4	4.6	1.5	91.9	4.8	-68.3	-1.4	22.2	101.4
O=C(CSc1ccc(Cl)cc1)Nc1ccc(N2CCN(c3ccccc3)CC2)c(F)c1	5.4	.	33.6	3.0	100.6	16.9	-39.0	-0.9	1.4	100.2
COc1cccc(C2NC(C)(C(=O)O)C3C(=O)N(C(C)C)C(=O)C23)c1O (centres undefined)	-0.2	-0.6	.	-0.2	109.3	29.4*	-62.9	-0.4	-10.8	115.8
c1cnc2c(OCc3nc4ccccc4[nH]3)cccc2c1	14.5	0.2	-2.7	1.0	90.6	17.0	-10.1	-1.3	-21.0	88.7
Cc1ccc(NC(=O)CN(C)C(=O)COc2c(Cl)cc(Cl)c3ccc(C)nc23)cc1	2.5	0.2	-0.9	2.0	73.8	11.7	-39.5	0.1	16.5	83.0
Nc1ncc(Br)cc1S(=O)(=O)NCCC(=O)N1CCN(c2ncccn2)CC1	-1.8	.	.	10.0	101.8	5.2	-20.7	-2.7	-3.4	111.5
Cc1cccc(CNCc2ccccc2)c1	-4.7	-6.5	.	0.7	92.6	4.8	-29.4	-1.6	2.9	94.7
CCOC(=O)c1c(NS(=O)(=O)Cc2ccccc2)sc2c1CCCC2	4.4	0.1	9.0	9.2	103.0	5.7	-87.7	-1.0	12.2	90.8
CC(C)[C@H](NS(=O)(=O)c1ccccc1)C(=O)OCC(=O)N1N=C(c2ccc(Cl)cc2)CC1c1ccco1 (some centres undefined)	5.2	-10.2	.	1.1	52.5	15.8	-18.4	-0.2	6.3	37.8
CCN1CCN(CC(=O)Nc2ccc3c(c2)OCCO3)C(=O)C1=O	5.5	-0.3	.	0.2	88.6	4.8	-9.8	0.5	-3.5	88.1
CCN1C(=O)C2(Nc3ccccc3-c3nc4ccccc4n32)c2cc(OC)ccc21 (centres undefined)	25.4	-3.0	.	5.5	80.1	10.8	-50.5	0.8	-0.2	79.4
COc1ccccc1NC(=O)CSCC(N)=O	3.0	-0.4	.	1.0	93.0	13.9	-20.6	-1.0	-10.2	108.9
O=S(=O)(NCc1ccco1)c1cccc(S(=O)(=O)N2CCCCC2)c1	9.8	-0.5	9.6	4.6	87.6	22.7	-8.1	-3.9	-7.2	84.6
CCCCCCNC(=O)c1ccc(Br)o1	-11.2	.	.	1.7	91.5	3.8	-24.4	-1.2	-2.0	100.0
CC(C)(C)c1ccc(OCC(=O)NNC(=O)CCc2ccccc2)cc1	-20.2	-1.6	-22.3	7.5	76.7	28.5	-30.4	-3.0	-25.7	83.6
COC(=O)c1ccc(NC(=O)c2cc3sccc3n2C)cc1	-7.6	.	5.3	2.7	66.8	2.4	-41.5	-0.7	-20.8	62.5
Cc1cccc(Oc2cc(NC(=O)c3ccccc3)cc([N+](=O)[O-])c2)c1	-14.5	-0.3	-22.9	6.0	100.5	6.8	-69.4	-2.4	-27.1	87.8
N#Cc1nc(-c2ccc(Cl)cc2)oc1NCc1cccc2c1OCO2	2.1	-1.0	-20.3	19.8*	106.5	10.9	-51.0	-0.1	-11.6	97.5
COc1ccc(-n2c(-c3ccc(C)cc3)n[nH]c2=S)cc1	5.8	4.7	13.1	4.5	98.5	5.7	-39.8	-0.7	13.0	97.5
CCCC(=O)N1c2ccccc2NC2=C(C(=O)CCC2)C1c1ccc(F)cc1 (centres undefined)	0.2	0.2	-10.2	5.2	85.1	14.3	-17.5	0.2	-3.6	92.3

Continued, overlapping the part above by two compounds.
SMILES	GALR2 blocker	Phagocyt inh	E-sel TNF inh	NPY Y2 blocker	bCat KO growth	Measles CPE	BB579 growth dn	MRP-1 activ	Yeast life ext	HCT116 PTEN-null
COc1ccc(-n2c(-c3ccc(C)cc3)n[nH]c2=S)cc1	5.8	4.7	13.1	4.5	98.5	5.7	-39.8	-0.7	13.0	97.5
CCCC(=O)N1c2ccccc2NC2=C(C(=O)CCC2)C1c1ccc(F)cc1 (centres undefined)	0.2	0.2	-10.2	5.2	85.1	14.3	-17.5	0.2	-3.6	92.3
CCn1cc([N+](=O)[O-])c(C(=O)Nc2ccn(C34CC5CC(CC(C5)C3)C4)n2)n1	-10.2	-3.8	-8.3	-1.0	91.8	0.6	-45.3	-0.5	5.2	81.0
O=C(Nc1ccccc1)Nc1cccc(Cl)c1	11.8	-1.1	-15.5	0.2	89.3	9.3	-36.0	-0.9	-9.5	76.8
CCSc1nc2c(c(=O)n1Cc1ccccc1)SC(C)C2 (centres undefined)	-5.6	-0.3	3.3	8.9	73.3	7.5	-17.8	-1.8	0.2	76.3
O=C(NCCCN1CCN(CCCNC(=O)c2ccccc2F)CC1)c1ccccc1F	-3.5	-1.1	-11.0	1.1	94.4	17.3	-17.4	-3.2	-6.9	91.6
COc1ccc(-c2nnn(CC(=O)N(CC(=O)NC3CCCC3)c3cccc(C)c3)n2)cc1OC	10.9	-0.8	-24.9	0.1	94.7	18.1	-9.6	-0.6	-6.6	100.2
Nc1c(C(=O)NCCc2ccccc2)nnn1Cc1ccc(Cl)cc1	-3.7	.	6.2	-0.4	91.3	7.2	0.1	-1.9	.	83.4
Cc1ccccc1NC(=O)/C(C#N)=C/c1ccsc1	-6.6	-8.5	.	2.5	80.0	10.9	-12.7	-4.2	-7.4	84.7
CCCOc1ccc(Cn2c(C)nc([N+](=O)[O-])c2SCC(O)COC)cc1[N+](=O)[O-] (centres undefined)	0.6	.	-22.9	-0.9	87.4	6.6	-35.7	-4.3	18.5	94.2
CCN(CC)S(=O)(=O)c1ccc(NC(=O)c2c(-c3ccccc3)noc2C)cc1	8.7	-0.2	-9.6	0.6	84.5	5.7	22.3	-2.6	-10.5	84.6
CC1(C)CC(=O)C(N=Nc2ccc(Cl)cc2)=C(O)C1	-1.8	-14.2	.	3.0	88.9	6.8	-15.0	3.5	-2.8	91.3
COc1ccc(NC(=O)N2c3ccc(OC)cc3C(C)=CC2(C)C)cc1	-1.2	-1.7	0.7	0.8	82.2	14.3	-18.3	-2.9	2.5	90.6
Cc1sc(NC(=O)c2ccc(Cl)s2)c(C(N)=O)c1C	6.2	3.5	-35.7	5.4	104.0	29.3	-19.0	-1.8	-19.5	92.1
O=C(Nc1nccs1)c1cccc(S(=O)(=O)N2CCOCC2)c1	13.4	.	-7.2	3.4	95.7	9.8	-9.0	-2.8	-10.7	88.4
Cc1ccc2oc(=O)c3cc(C(=O)NCCN4CCc5ccccc5C4)sc3c2c1	5.8	.	-25.2	4.0	89.1	15.2	-16.5	-1.8	4.2	87.1
CCc1sc(N)nc1-c1ccccc1	1.6	5.7	-32.6	1.7	93.7	16.6	-3.3	-1.6	1.1	94.5
COc1ccc(CCNC(=O)c2ccccc2N(C)S(=O)(=O)c2ccccc2)cc1	0.8	0.0	-19.4	3.3	87.2	1.2	-29.6	-3.2	5.5	85.8
CCNc1ccccc(C(=O)/C=C/c2ccc3c(c2)OCO3)c1=O	1.3	-0.1	-0.6	3.9	94.2	17.1	-51.1	-6.0	-6.5	85.3
COc1ccc(NC(=O)C2CC(=O)NC3=C2C(=O)CC(C)(C)C3)cc1 (centres undefined)	1.3	.	6.4	0.7	104.5	4.6	9.2	-4.0	-14.6	91.1

High-throughput results as filed in PubChem.
